Compound activity from PubChem BioAssay.
697 NFkB inh: lowers PMA/ionomycin-induced NF-kB signal in 697 B cells. 697 B-cell NF-kB luciferase reporter, 16 h. inhibition, % at 4 µM. hit rate 0.33% among 330,000; in the data active means inhibition above about 35%
UBC13 inh: inhibitors of human UBC13 polyubiquitin chain formation; P61088; TR-FRET; inhibition, % at 20 µM; hit rate 0.47% among 330,000; in the data active means inhibition above about 45%, passing the limit was not always enough
Target sequence (P61088 whole entry, looked up): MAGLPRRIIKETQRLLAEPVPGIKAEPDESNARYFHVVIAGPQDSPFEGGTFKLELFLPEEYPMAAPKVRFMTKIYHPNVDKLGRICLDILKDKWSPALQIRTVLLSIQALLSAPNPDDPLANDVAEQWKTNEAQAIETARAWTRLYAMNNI
SENP8 inh: inhibitors of human SENP8 protease | Q96LD8 | purified SENP8, Z-RLRGG-aminoluciferin cleavage, luminescence | inhibition, % at 10 µM | hit rate 1.2% among 330,000
HKDC1 inhibitor: HKDC1 (human) hexokinase inhibition; Q2TB90; recombinant HKDC1, G6PDH/diaphorase resazurin coupled fluorescence; inhibition, % at 20 µM; hit rate 0.16% among 340,000; AID 493160;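 active means inhibition above about 35% when tested at 20 µM, limit read from the data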;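 further: plate controls were DMSO wells with enzyme for no effect and DMSO wells lacking enzyme for full effect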
Target sequence (Q2TB90 whole entry, looked up): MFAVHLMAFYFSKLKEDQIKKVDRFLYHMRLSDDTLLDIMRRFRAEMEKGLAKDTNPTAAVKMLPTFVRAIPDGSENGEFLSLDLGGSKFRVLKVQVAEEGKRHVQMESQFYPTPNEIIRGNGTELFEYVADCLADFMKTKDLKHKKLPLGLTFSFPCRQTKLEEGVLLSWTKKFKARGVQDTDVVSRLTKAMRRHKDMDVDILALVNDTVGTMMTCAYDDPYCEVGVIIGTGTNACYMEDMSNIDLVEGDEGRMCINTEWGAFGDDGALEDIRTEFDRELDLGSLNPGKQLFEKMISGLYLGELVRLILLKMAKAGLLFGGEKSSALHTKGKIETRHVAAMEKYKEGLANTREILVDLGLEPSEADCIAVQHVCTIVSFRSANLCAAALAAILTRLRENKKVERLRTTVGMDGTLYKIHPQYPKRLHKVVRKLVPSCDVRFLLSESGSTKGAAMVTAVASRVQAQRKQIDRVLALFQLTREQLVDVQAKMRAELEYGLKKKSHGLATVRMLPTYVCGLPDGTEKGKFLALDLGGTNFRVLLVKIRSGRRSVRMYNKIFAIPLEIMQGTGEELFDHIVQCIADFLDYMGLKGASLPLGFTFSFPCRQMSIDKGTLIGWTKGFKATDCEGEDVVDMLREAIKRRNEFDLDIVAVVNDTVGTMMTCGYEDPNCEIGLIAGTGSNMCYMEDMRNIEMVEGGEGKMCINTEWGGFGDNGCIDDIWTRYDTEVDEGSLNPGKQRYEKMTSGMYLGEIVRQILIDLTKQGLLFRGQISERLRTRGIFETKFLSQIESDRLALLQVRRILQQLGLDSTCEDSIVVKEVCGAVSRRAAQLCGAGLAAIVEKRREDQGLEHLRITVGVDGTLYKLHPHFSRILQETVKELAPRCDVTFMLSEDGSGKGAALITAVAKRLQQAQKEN
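Test system: HK5 enzyme. Quantity: 5 µg/mL HK5 final. Reagent: glucose and ATP substrates. Schedule: 90 min reaction incubation at room temperature, dark. Technique: resazurin-to-resorufin fluorescence via G6PDH and diaphorase coupling, 525/613 nm. Control set: DMSO wells with and without enzyme mix.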
Jurkat NFkB inh: inhibitors of the PMA/ionomycin-induced NF-kB reporter in Jurkat cells; PMA/ionomycin-induced NF-kB luciferase reporter, luminescence; inhibition, % at 4 µM; hit rate 0.53% among 330,000; AID 435003
SENP7 block: blocks the human protease SENP7. recombinant SENP7, Z-RLRGG-aminoluciferin luminescence, 40 min. hit rate 1.5% among 330,000. inhibition, % at 5 µM;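 active means inhibition above about 50% at the single test dose, limit read from the data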;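 further: plate controls were DMSO with enzyme for no effect and no enzyme buffer wells for full effect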
Apaf1 inhib: inhibitors of human Apaf-1 apoptosome | inhibition, % at 20 µM | reconstituted apoptosome caspase-3 activity, DEVD-Rh110 fluorescence | O14727 | hit rate 0.71% among 330,000 | AID 489030; active means inhibition of at least 40% at 20 µM;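 further: plate controls were DMSO wells for no effect and DEVD-CHO caspase inhibitor wells for full effect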
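System: reconstituted apoptosome with Apaf-1, cytochrome c, caspase-9, procaspase-3, dATP; Signal: Rh110 fluorescence intensity; Schedule: 30 min compound preincubation, 50 min activation, room temperature; Reagent: cytochrome c trigger plus (Z-DEVD)2-Rh110 caspase-3 substrate.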
Gli-Sufu antag: Gli-Sufu pathway antagonism. hit rate 0.74% among 340,000. Sufu-KO-LIGHT fibroblasts, Gli luciferase reporter luminescence. inhibition, % at 5 µM;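 active means inhibition above about 55%, limit read from the data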;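 further: 0% = DMSO-treated cells and 100% = wells with medium but no cells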
* = called active by the depositor. Unless noted, no stated cut-off is given here; in the data, active means inhibition above about 50%; inactive means the rest.

SMILES	697 NFkB inh	UBC13 inh	SENP8 inh	HKDC1 inhibitor	Jurkat NFkB inh	SENP7 block	Apaf1 inhib	Gli-Sufu antag
COC(=O)c1ccc(Cn2cnc3c(cnn3-c3ccc(C)c(C)c3)c2=O)o1	11.6	3.3	-3.3	0.0	0.9	-2.0	-3.9	2.4
COc1ccc(CN(C(=O)Cc2c[nH]c3ccccc23)C(C(=O)NC2CCCCC2)c2ccc(C)o2)cc1 (configuration not stated)	-14.4	-12.0	2.0	7.6	-2.6	10.1	27.5	11.9
N/C(=N\OC(=O)c1ccc(Cl)c(Cl)c1)c1ccccn1	-121.2	1.8	68.4*	-2.1	-138.1	94.7*	-5.9	-71.2
CCn1c(CNc2nc3ccccc3n2C(C)C)nc2ccccc21	-16.9	6.3	-2.4	-1.7	-0.3	-6.9	6.7	-15.5
COc1ccc(CNC(=O)CN2C(=O)NC3(CCCCCC3)C2=O)cc1OC	4.4	-1.2	-9.6	-1.2	3.6	-8.1	9.4	-1.2
Cc1cccc(NC(=O)CCN2CCOCC2)c1	0.1	-4.2	-12.0	0.3	-6.6	0.6	0.7	20.6
CCn1nnnc1NCc1cccn1C	15.1	-8.7	1.6	-2.4	7.4	4.0	1.5	-11.0
N#Cc1ccc(NC(=O)COC(=O)CSc2nnc(-c3ccc(Cl)cc3)o2)cc1	14.4	7.1	-13.5	6.8	-0.3	-7.5	-8.4	-9.0
Cc1ccc(C(=O)COC(=O)CNS(=O)(=O)c2ccc(C)cc2)cc1	7.6	-4.4	-2.4	-3.6	8.7	-2.2	11.9	0.1
C/C(=N\NC(=O)c1ccccc1O)c1ccc(Br)s1	-44.5	-5.0	-5.4	-8.5	-18.4	3.3	-2.5	-42.7
CN(C)c1ccc(/C=N/NC(=O)c2cnc3ccccc3c2)cc1	14.9	-4.6	-0.4	-5.1	-8.6	2.3	0.8	-7.0
C[C@@H]1CCC(=O)N(CC[C@H](Sc2ccc(Br)cc2)c2ccccc2)CC1	-22.0	-4.7	-18.4	2.7	-15.8	-4.6	30.6	4.8
CN(C)c1ccc(C(=O)Nc2ccc(S(=O)(=O)Nc3nccs3)cc2)cc1	1.2	-12.4	-6.4	-3.1	4.8	4.3	5.1	-7.8
COc1ccc(N2CC(C(=O)Nc3ccccc3C(=O)NC3CC3)CC2=O)cc1 (configuration not stated)	4.8	2.6	7.3	-7.6	16.6	2.4	-10.8	13.8
CCc1nc2ccccc2n1CCc1ccccc1	10.1	18.6	4.7	-2.7	7.8	-2.8	-8.6	1.4
CCCOC(=O)c1cc(-c2ccc(C=O)o2)ccc1Cl	-22.5	-0.7	-2.4	-7.2	-11.4	2.3	16.9	-12.6
Oc1c(Br)cc(Br)c(/C=N/n2c(-c3ccccc3)n[nH]c2=S)c1Br	5.9	-16.3	-0.5	16.8	12.6	-0.7	26.0	20.8
CCc1ccc(CN(C)CCc2ccccn2)cc1	13.4	-5.1	9.5	-6.5	4.1	8.4	-13.4	7.0
COc1cccc(C(=O)Nc2nnc(C3CCCO3)s2)c1 (configuration not stated)	-77.2	-4.9	-13.5	-6.6	-34.7	-8.5	-2.0	13.1
COc1ccc(-c2csc(NC(=O)c3ccccc3NS(=O)(=O)c3ccc(C)cc3)n2)cc1	-19.4	-8.7	4.9	3.3	2.9	1.5	14.8	47.9
COc1ccc(S(=O)(=O)N2CCN(c3ccc(F)cc3)CC2)cc1OC	7.7	0.9	-3.1	-8.9	-6.5	-2.3	-0.6	-2.5
CCc1cc2c(N3CCCCC3)ncnc2s1	-27.4	0.8	-6.4	-3.2	-5.0	-5.9	12.6	-1.3
Cc1noc(C)c1CSc1ncnc2ccccc12	25.8	19.0	-2.2	-0.9	0.6	3.5	-6.8	12.2
CCC(C)(C)NC(=O)C(c1ccc(OC)cc1)N(C(=O)CCC(=O)Nc1cc(C)on1)c1ccc2c(c1)OCCO2 (configuration not stated)	16.8	4.1	4.3	-1.6	3.4	2.4	3.8	5.3
COc1ccccc1CNCC(O)(c1ccc(F)cc1)c1ccc(F)cc1	-7.4	17.7	2.8	0.7	10.4	4.5	0.9	6.2
CC(=O)c1ccccc1NS(=O)(=O)c1ccccc1Cl	6.2	-0.5	4.6	-5.7	10.2	-3.9	1.5	-0.3
C/C=C(\C)C(=O)Nc1cccc(C2=NOC3(C2)C[C@@H](C(N)=O)N(C(=O)c2ccccc2C(=O)c2ccccc2)C3)c1 (some centres not stated)	-0.1	-20.3	-10.4	6.9	13.4	11.7	13.8	1.8
C=CCN(c1ccccc1)S(=O)(=O)c1cccc(C(=O)Nc2cc(C)ccn2)c1	-30.5	-8.9	-8.0	7.3	-21.7	5.3	17.2	12.3
Cc1ccc(P(=O)(O)c2ccc(C)cc2)cc1	8.6	0.6	-0.6	-3.9	6.1	0.0	1.5	40.2
CC(=O)Nc1ccc(/C=N/NC(=O)CNS(=O)(=O)c2ccccc2)cc1	2.9	-7.1	-10.7	-3.7	-2.6	-2.7	-3.6	0.0
COc1cc(/C=C/C(=O)O)ccc1OS(=O)(=O)c1c(C)c(C)cc(C)c1C	25.6	-11.9	0.5	-3.4	6.0	0.6	2.3	1.8
CC(NC(=O)CSc1nc2c(c(C(F)(F)F)n1)CCc1ccccc1-2)c1ccccc1 (configuration not stated)	11.5	6.1	4.4	7.9	6.2	7.9	11.1	12.2
CC1=C(C(=O)OCC2CCCO2)C(c2ccccc2)C2=C(CCCC2=O)N1 (configuration not stated)	14.2	7.6	-0.2	15.0	-18.5	4.8	9.8	-0.5
COCCNC(=O)c1cnn2c1NC(c1ccco1)CC2C(F)(F)F (configuration not stated)	10.7	6.0	-3.8	-2.8	16.0	-1.2	-1.7	4.7
O=C(Nc1ccccc1)O/N=C/c1ccncc1	4.8	-10.5	-9.2	-5.8	-5.1	-1.4	10.7	11.9
COc1ccc(/C=C/C(=O)OCc2nc3ccccc3c(=O)[nH]2)c(OC)c1	0.2	7.7	1.7	-2.2	-4.3	-6.2	-5.2	-6.2
Cc1ccc(C(=O)n2c(N)nc3ccccc32)cc1	-63.2	12.4	91.4*	-5.3	10.3	97.0*	9.5	-30.7
Nc1nonc1C(=O)NCCNC(=O)c1cccs1	-6.7	3.9	3.6	-7.1	-3.5	8.0	-20.4	-1.9
O=C(N/N=C1\CC(c2ccccc2)Oc2ccccc21)c1cccnc1 (configuration not stated)	5.7	-10.1	-14.7	-6.3	16.3	-8.1	5.4	-5.8
Cc1cccc(Cn2nnc3ccccc32)c1O	-12.4	0.6	-2.9	-1.9	10.7	-1.0	10.0	1.9
CN=C1SC(CC(=O)Nc2ccccc2F)C(=O)N1C (configuration not stated)	10.0	3.5	-0.8	4.5	2.4	-4.8	6.0	-4.5
COc1cc(CN(C)Cc2ccccc2)cc(OC)c1O	-18.4	-0.4	-7.3	6.8	4.8	-1.2	7.2	0.6
CC(C)CN(C(=O)COC(=O)CSc1ccc([N+](=O)[O-])cc1)C1CCS(=O)(=O)C1 (configuration not stated)	7.3	-3.9	-4.3	-3.2	-12.6	-0.4	-8.2	-0.3
C=CCOn1c(=O)c(-c2ccc(C)cc2)[n+]([O-])c2ccccc21	6.0	-0.1	7.2	-4.4	1.8	3.4	-1.7	3.4
Cc1cccc(N2CCN(S(=O)(=O)c3ccc(-c4coc(C)n4)cc3)CC2C)c1 (configuration not stated)	6.3	4.8	-2.4	2.6	18.9	9.7	11.7	5.5
CC(=O)NCCC1CCN(C(=O)C2CCC(=O)N(C3CCCC3)C2)CC1 (configuration not stated)	8.1	4.8	-1.6	-9.4	0.9	-1.1	-17.9	1.7
CC(C)N(C(=S)Nc1cc(S(=O)(=O)N2CCOCC2)ccc1Cl)c1ccccc1	5.6	1.5	5.2	-3.5	20.0	0.8	-0.6	6.0
Cc1ccnc(NC(=O)C2CCN(S(=O)(=O)c3cccc4nonc34)CC2)c1	17.9	-6.1	-2.4	-2.3	11.5	2.3	-9.0	-1.9
O=C(O)CCC(=O)Nc1cccc(-c2nc3ccccc3o2)c1	-2.3	-5.7	-0.6	0.8	-5.2	-16.0	0.9	-7.9
Cc1cccc(N(CC(=O)NCCSCc2ccccc2)S(C)(=O)=O)c1	8.8	2.6	-4.0	-9.1	-17.6	3.0	9.0	-10.5
CC1SC(C)C(=O)N(CC(=O)Nc2ccc3c(c2)OCO3)C1=O (configuration not stated)	-6.4	-5.1	-9.3	-6.1	-23.1	-6.9	-8.2	-4.9
OCCNc1nc(Nc2cc(Cl)ccc2OC2CCCC2)nc(N2CCCC2)n1	-9.6	52.1*	-8.2	-0.4	-7.0	-0.1	33.0	5.3
CCN(Cc1ccccc1)C(=O)c1c(-c2ccccc2Cl)noc1C	2.7	7.2	-1.6	-6.8	-3.2	4.9	-0.5	7.9
O=C1OC(c2ccccc2)=C/C1=C/N1CCOCC1	0.7	-5.9	-7.3	-8.4	6.1	-13.4	11.4	-6.7
O=C(CNC(=O)c1ccccc1Br)N/N=C/c1cc(Br)ccc1O	-6.6	8.6	4.9	-20.7	20.0	6.4	14.9	-8.5
Cc1ccc(NC(=O)C2CC(=O)N(c3ccc4c5c(cccc35)CC4)C2)cc1 (configuration not stated)	20.5	5.4	2.7	4.5	7.2	-0.2	11.9	0.5
CCN(Cc1ccncc1)C(=O)c1cccc(S(=O)(=O)N2CCOCC2)c1	-0.7	1.2	-1.6	2.5	2.5	9.2	3.9	-14.8
COc1cccc(OC)c1C(=O)OCc1c(-c2ccccc2)ncc2ccccc12	10.7	-13.3	-1.1	-1.4	-20.4	-10.3	13.5	3.8
COc1cc(C2SCC(=O)N2Cc2ccccc2)cc(OC)c1OC (configuration not stated)	5.3	-0.2	-2.4	-2.5	2.8	-2.3	6.3	0.7
CC1CC(=O)N(C)c2cc([N+](=O)[O-])ccc2N1 (configuration not stated)	25.5	-6.1	-5.5	-7.4	-24.0	3.6	-4.0	-2.7
Remaining list, next part.
SMILES	697 NFkB inh	UBC13 inh	SENP8 inh	HKDC1 inhibitor	Jurkat NFkB inh	SENP7 block	Apaf1 inhib	Gli-Sufu antag
O=C(NCCc1ccccn1)c1ccc(OC2CCN(Cc3ccccn3)CC2)cc1	-49.2	-9.5	-4.7	-2.4	-13.5	5.8	4.1	5.2
Cc1ccccc1NS(=O)(=O)c1cc(C(=O)Nc2cccc(N(C)S(C)(=O)=O)c2)ccc1C	2.0	-4.0	-6.9	13.4	0.2	-7.7	3.5	-2.5
c1nc2n(n1)C1=C(CCCC1)C1(CCCCC1)N2	-19.9	32.5	12.1	-2.4	-7.7	7.3	-14.8	3.4
O=C(Nc1ccc(Cl)cc1)N1CCC(CO)(Cc2ccccc2)CC1	2.3	7.9	1.6	-5.4	-5.2	-4.6	16.1	7.9
O=C(CCCOc1ccc(Cl)cc1Cl)NCCCn1ccnc1	9.8	4.4	-0.4	-5.7	5.7	-3.0	-14.4	-13.6

Some of the entries above in another layout:
compound | 697 NFkB inh | UBC13 inh | SENP8 inh | HKDC1 inhibitor | Jurkat NFkB inh | SENP7 block | Apaf1 inhib | Gli-Sufu antag
O=C1OC(c2ccccc2)=C/C1=C/N1CCOCC1 | 0.7 | -5.9 | -7.3 | -8.4 | 6.1 | -13.4 | 11.4 | -6.7
O=C(CNC(=O)c1ccccc1Br)N/N=C/c1cc(Br)ccc1O | -6.6 | 8.6 | 4.9 | -20.7 | 20.0 | 6.4 | 14.9 | -8.5
Cc1ccc(NC(=O)C2CC(=O)N(c3ccc4c5c(cccc35)CC4)C2)cc1 (configuration not stated) | 20.5 | 5.4 | 2.7 | 4.5 | 7.2 | -0.2 | 11.9 | 0.5
CCN(Cc1ccncc1)C(=O)c1cccc(S(=O)(=O)N2CCOCC2)c1 | -0.7 | 1.2 | -1.6 | 2.5 | 2.5 | 9.2 | 3.9 | -14.8
COc1cccc(OC)c1C(=O)OCc1c(-c2ccccc2)ncc2ccccc12 | 10.7 | -13.3 | -1.1 | -1.4 | -20.4 | -10.3 | 13.5 | 3.8

The order is random; overall some 3.6% were active at least once.
